Assay outcomes (PubChem)
TEAD-YAP block = TEAD-YAP interaction inhibition, primary screen, TEAD-YAP interaction inhibitor project, luminescence, HEK-TIYL cells | inhibition, % at 9.12 µM | TEAD-Gal4/YAP UAS-luciferase luminescence | AID 1259422, 2018 | actives 1.4% (n = 640,000); in the data active = inhibition above about 32%;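 note: 0% = median of test compound wells and 100% = reference inhibitor wells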
GPR151 activ = activators of human GPR151, primary screen, cell-based, PathHunter beta-arrestin, luminescence. G-protein coupled receptor 151 (Homo sapiens), Q8TDV0. PathHunter beta-arrestin GPR151 cells. activation, % at 11.2 µM. actives 1% (n = 650,000). AID 1508602, 2020; in the data active = activation above about 4.9%;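 note: 0% = median of compound wells and 100% = cells with positive control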
Target sequence (Q8TDV0 whole entry, looked up): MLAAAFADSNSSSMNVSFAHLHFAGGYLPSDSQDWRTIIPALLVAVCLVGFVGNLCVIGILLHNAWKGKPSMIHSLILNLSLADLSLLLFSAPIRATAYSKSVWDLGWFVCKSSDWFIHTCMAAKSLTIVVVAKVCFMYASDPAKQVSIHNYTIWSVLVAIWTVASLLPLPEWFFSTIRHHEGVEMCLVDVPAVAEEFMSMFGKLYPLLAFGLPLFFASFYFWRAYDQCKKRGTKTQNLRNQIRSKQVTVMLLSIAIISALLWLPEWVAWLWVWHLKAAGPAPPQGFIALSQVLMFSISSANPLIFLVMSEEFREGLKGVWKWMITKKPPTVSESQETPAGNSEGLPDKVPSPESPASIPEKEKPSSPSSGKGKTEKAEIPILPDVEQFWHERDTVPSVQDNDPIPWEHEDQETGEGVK
MITF inh = MITF inhibitors, primary screen, biochemical, AlphaScreen, human. Microphthalmia-associated transcription factor (Homo sapiens), O75030. AlphaScreen MITF homodimerization, bead proximity signal. inhibition, % at 2.6 µM. actives 0.91% (n = 650,000); in the data active = inhibition above about 50%;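 note: 0% = vehicle wells with protein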
Target sequence (O75030 whole entry, looked up): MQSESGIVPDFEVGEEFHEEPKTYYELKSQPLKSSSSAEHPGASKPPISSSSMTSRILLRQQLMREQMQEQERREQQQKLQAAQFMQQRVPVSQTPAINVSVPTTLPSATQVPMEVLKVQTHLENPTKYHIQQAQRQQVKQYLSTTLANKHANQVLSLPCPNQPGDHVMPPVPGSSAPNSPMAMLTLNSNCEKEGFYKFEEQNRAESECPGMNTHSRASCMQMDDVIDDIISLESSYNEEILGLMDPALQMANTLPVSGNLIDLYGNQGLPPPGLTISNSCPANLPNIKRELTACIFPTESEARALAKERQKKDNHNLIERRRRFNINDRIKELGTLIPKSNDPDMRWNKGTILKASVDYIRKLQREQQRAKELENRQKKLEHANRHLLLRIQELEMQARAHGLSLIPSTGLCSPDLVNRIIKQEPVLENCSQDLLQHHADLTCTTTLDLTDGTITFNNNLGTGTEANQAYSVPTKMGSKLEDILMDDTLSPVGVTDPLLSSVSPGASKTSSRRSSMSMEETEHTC
FBW7 act = FBW7 E3 ligase activators, primary screen, biochemical, AlphaScreen, human | actives 0.13% (n = 650,000) | normalized activity (activation), % at 26.1 µM | F-box/WD repeat-containing protein 7 (Homo sapiens), Q969H0 | AlphaScreen FBW7–phospho-cyclin E peptide binding, activator screen; in the data active = normalized activity above about 1.9%;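 note: purified mutant Fbw7 with reduced substrate affinity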
* marks the source's active call; other numbers are inactive results; nt = no result given.

smiles,TEAD-YAP block,GPR151 activ,MITF inh,FBW7 act
COc1ccc(/C=C2\SC(N3CCCCC3)=NC2=O)cc1,-13.2,0.8,-12.0,-0.1
Cc1ccc(OCC(=O)Nc2ccc3c(c2)C(=O)NC3=O)cc1,-5.7,0.0,20.4,0.8
Cc1ccc(NC(=O)NCc2ccc(Cl)cc2)cc1,-14.9,0.2,-0.4,-0.1
O=C(Cn1nc(-c2ccccc2)ccc1=O)NCc1ccccc1Cl,9.3,1.1,-0.2,-0.1
CCCCCC(=O)N/N=C/c1ccc(OC)cc1,-2.7,0.5,6.3,0.0
O=C(COc1ccccc1)Nc1ccc(S(=O)(=O)N2CCCCC2c2cccnc2)cc1 (stereo unspecified),-2.4,0.2,5.3,0.0
CCOC(=O)N1CCC2(CC1)OCc1cc(-c3cncc4ccccc34)ccc1O2,-0.9,0.8,-4.4,0.2
Cc1cc(C)nc(NS(=O)(=O)c2ccc(NC(=S)NC(=O)c3cccnc3)cc2)n1,-0.2,4.5,3.5,-0.2
CC1=C(C(=O)Nc2nc3ccccc3s2)C(c2ccccc2Cl)C2=C(CC(C)(C)CC2=O)N1 (stereo unspecified),2.2,1.2,-10.2,0.2
COc1cccc(NC2=NC3CS(=O)(=O)CC3S2)c1 (stereo unspecified),-3.8,-0.6,6.3,0.0
COC(=O)C1=C(C)N(C)C(=O)NC1c1ccc(Br)o1 (stereo unspecified),-4.0,-0.2,32.0,0.0
Brc1cccc2sc(N3CCCC3)nc12,-10.1,1.4,-3.1,-0.1
COc1ccc([N+](=O)[O-])cc1NC(=O)C(Cl)(Cl)Cl,-1.2,0.6,14.7,0.7
O=C(CNS(=O)(=O)/C=C/c1ccccc1)OCC(=O)c1ccc[nH]1,-8.7,0.2,1.8,0.0
CCOc1ccc(-n2nc(C(=O)Nc3ccc(C)c(F)c3)c3ccccc3c2=O)cc1,-8.4,-1.3,6.6,-0.1
CC1Oc2cc(Cl)ccc2N(Cc2ccc3c(c2)OCO3)C1=O (stereo unspecified),12.3,0.5,9.1,0.5
O=C(NCc1ccccn1)C(=O)N/N=C/c1ccccc1C(F)(F)F,-0.2,0.4,14.1,0.0
CCOP(=O)(c1ccccc1)C(O)c1ccccc1 (stereo unspecified),3.2,-0.8,-13.7,-0.1
CSc1ccc(C2SCC(=O)N2c2cccc(F)c2)cc1 (stereo unspecified),0.8,-0.8,-11.8,0.1
COCC[n+]1c(C)cc(/C=C2\Sc3ccccc3N2C)cc1C,76.0*,0.2,-7.2,-0.1
CCOC(=O)/C(=N/Nc1cccc(C)c1)c1csc(N)n1,5.0,-0.1,-1.9,-0.2
Cc1c(NC(=O)CSc2nnnn2-c2ccccc2)c(=O)n(-c2ccccc2)n1C,1.2,0.3,7.7,0.1
CCOC(=O)CSc1nnc(NC(=O)NC2CCCCC2)s1,5.5,-0.2,-8.5,-0.1
COc1cc(/C=N/NP2(=O)C=C(c3ccccc3)OC(c3ccccc3)=C2)ccc1O,-17.9,-1.4,-2.5,0.0
O=C(Nc1ncc(Cc2ccc(F)cc2)s1)c1ccccc1[N+](=O)[O-],9.0,-0.6,11.1,0.1
COC(=O)c1cc([N+](=O)[O-])c(C(=O)OC)cc1Oc1cc(Cl)c(Cl)cc1Cl,1.2,0.3,17.3,-0.1
Cc1ccc(NC(=O)CSc2nc3[nH]ncc3c(=O)n2-c2ccc(Cl)cc2)cc1Cl,12.5,0.5,-1.7,-0.1
FC(F)Sc1ccc(Nc2ncnc3sccc23)cc1,-77.6,-1.3,14.1,0.6
Cc1ccc(S(=O)(=O)Nn2c(SCC(=O)c3ccc(F)cc3)nc3ccccc3c2=O)cc1,1.7,1.1,1.6,-0.1
O=C(N/N=C/c1ccccc1)C(O)C(O)C(=O)N/N=C/c1ccccc1 (stereo unspecified),2.4,0.1,13.8,0.6
COc1ccc(C2SCCN2S(=O)(=O)c2ccc(Cl)cc2)cc1[N+](=O)[O-] (stereo unspecified),1.3,-0.8,13.1,0.1
CCC1CCCCN1C(=O)c1nn2c(C(F)(F)F)cc(-c3ccc(F)cc3)nc2c1Cl (stereo unspecified),-5.4,-0.7,3.1,-0.1
c1nc(NCCN2CCOCC2)c2c3c(sc2n1)CCC3,-14.8,-0.7,-4.9,-0.1
CCCNc1nc(Nc2nc3ccccc3n2C)ncc1C,6.6,0.8,9.7,-0.1
CCOC(=O)C(=Cc1ccc(OC)cc1)C(=O)OCC,24.5,1.9,5.2,0.0
CCOC(=O)c1ccc(N=CC2=C(O)CC(c3ccccc3)CC2=O)cc1 (stereo unspecified),3.1,-0.4,-3.3,-0.1
CC(=O)C(Sc1ncnc2sc3c(c12)CCCC3)C(C)=O,7.2,1.9,5.1,0.1
CN1C(=O)CC(C(=O)Nc2ccccc2F)SC1=Nc1ccc(Cl)cc1 (stereo unspecified),-5.0,1.0,-9.6,-0.1
O=C(NC1CCN(Cc2ccccc2)CC1)c1ccc2nc(-c3csc4ccccc34)sc2c1,-14.2,0.7,-1.7,-0.1
COc1ccc(NC(=O)Cn2c(C)c(C=O)c3ccccc32)cc1,19.4,-1.1,17.2,0.1
Clc1ccc(-c2ncnn2-c2ccccc2)c(Cl)c1,7.6,-0.8,10.4,0.4
COc1ccc(CCNC(=O)Cn2nc3c4ccccc4nc(C(C)C)n3c2=O)cc1OC,-3.8,1.3,-7.3,-0.1
COc1ccc(OCCCOc2ccccc2OC)cc1,-0.1,-0.7,18.9,0.4
CCO/C=C1/SC(=S)N(c2cc(OC)cc(C(F)(F)F)c2)C1=O,-2.4,-0.2,-14.9,-0.1
COc1ccc(CN2CCN(CC(C)(C)C)C(CCO)C2)cc1O (stereo unspecified),-7.7,-3.0,16.6,0.4
Fc1ccc(CSc2nc(NC3CCCCC3)c3ccccc3n2)cc1,2.4,1.0,17.6,0.1
COC(=O)c1cccc(NC(=O)/C(=C\c2ccc3c(c2)OCO3)NC(=O)c2ccc(Br)o2)c1,-3.7,-1.7,21.1,0.2
COc1ccc(C2CC(=O)C3=C(C2)Nc2ccccc2NC3c2ccc(OCc3ccccc3)c(OC)c2)cc1 (stereo unspecified),-5.5,-0.6,-17.9,0.1
CC(C)c1csc(CN2CCCC(C(=O)Nc3cccc(-n4cccn4)c3)C2)n1 (stereo unspecified),8.8,3.7,16.5,0.2
Cc1cc(C(=O)NCCCn2ccnc2)ccc1[N+](=O)[O-],9.5,-0.2,12.7,-0.1

(further entries)
smiles,TEAD-YAP block,GPR151 activ,MITF inh,FBW7 act
CCSc1nc(-c2ccccc2)cc(-c2ccco2)c1C#N,1.7,0.3,1.1,-0.1
Cc1ccc(C(=O)NCCc2ccc(Cl)cc2)o1,-6.0,0.1,-1.5,0.1
O=C(c1cnn2c1NC(c1cccs1)CC2C(F)(F)F)N1CCN(c2ccc(F)cc2)CC1 (stereo unspecified),5.5,0.8,-15.2,0.0
Cc1c(C(=O)N2CCN(c3ccccc3)CC2)sc2ncn(CC(=O)N3CCOCC3)c(=O)c12,10.9,0.5,-4.0,0.2
CCC1CCCCN1Cc1c(C)[nH]c2c(C)cc(C)cc2c1=O (stereo unspecified),8.4,2.6,-1.8,-0.1
Cc1ccc(S(=O)(=O)C(CNC(=O)CC(C)C)c2cccs2)cc1 (stereo unspecified),-7.5,2.6,15.6,0.7
N#CCn1cc[n+](CCCNP2(=O)C=C(c3ccccc3)OC(c3ccccc3)=C2)c1,-5.3,-0.6,-33.1,0.6
Brc1ccccc1-c1nc(-c2cccnc2)no1,-54.4,-2.9,10.0,0.5
Cc1ccc(-n2cnc(N)c2C(=O)c2ccc([N+](=O)[O-])cc2)cc1,0.8,1.7,6.0,-0.1
COc1ccc(-n2c(C)cc(C=O)c2C)cc1,1.1,-0.3,17.4,-0.1
CCN(CC)c1nc(Nc2ccccc2)nc(Nc2ccc3ncccc3c2)n1,-33.0,0.2,10.2,0.0
CCOc1ccc(C2C=C(c3ccc(F)cc3)Nc3nnnn32)cc1 (stereo unspecified),-15.8,3.3,-14.1,0.1
Cc1ccc2c(c1)c(=O)c1ccccc1n2CC(=O)Nc1ccc(Br)cc1C,20.4,1.4,6.1,-0.1
O=C(CCc1ccccc1)N1CCC(O)(c2cccnc2)CC1,-0.6,-0.2,-0.4,-0.1
CC1(C)C2CCC1(CS(=O)(=O)N1CCN(S(=O)(=O)c3cccs3)CC1)C(=O)C2 (stereo unspecified),2.1,1.0,14.9,0.3
NS(=O)(=O)c1ccc(CCNc2ncnc3c2c(-c2ccccc2)cn3-c2ccc(F)cc2)cc1,9.6,1.9,7.9,0.1
O=C(Nc1ccc(Cl)cc1Cl)c1cc2n(n1)C(C(F)(F)F)CC(c1ccc3c(c1)OCO3)N2 (stereo unspecified),-1.5,-0.2,10.7,0.5
N#Cc1c(C(F)(F)F)cc(-c2cccs2)nc1SCc1ccccc1F,1.0,1.0,-4.1,0.1
COc1ccc(N2CCN(C(=O)CCNS(=O)(=O)c3cccs3)CC2)cc1,-4.4,-1.4,-17.9,0.0
COc1cc(/C=C(\C#N)c2nc3ccccc3[nH]2)ccc1OCC#N,-17.5,-0.1,-3.6,0.0
O=C(Cc1c(F)cccc1Cl)Nc1cc(C(=O)NCc2cccc(Cl)c2)ccc1N1CC2CC(C1)c1cccc(=O)n1C2 (stereo unspecified),-6.8,0.4,6.6,0.6
O=C(N/N=C\c1ccccc1[N+](=O)[O-])C(=O)Nc1cccc(Br)c1,-5.7,-0.5,-8.9,0.1
CC1CCCC(NC(=O)CSc2n[nH]c(=O)n2Cc2ccccc2)C1C (stereo unspecified),16.2,1.2,-1.2,0.0
COc1ccc(Cl)cc1NC(=O)Cn1cnc2sc3c(c2c1=O)CCC(C)C3 (stereo unspecified),7.8,3.5,-4.8,-0.1
CCOc1ccc(N2CC(C(=O)NCCOC)CC2=O)cc1 (stereo unspecified),-13.3,-1.4,-0.5,-0.1
CCOC(=O)c1c(-c2ccccc2)oc2c1cc(OC(=O)c1ccc(Cl)cc1)c1ccccc12,15.1,0.0,-0.9,-0.3
CC(=O)Nc1ccc([C@H]2[C@H](C)CC[C@H]3C(=O)N4[C@@H](CC[C@@H](C)[C@@H]4c4ccc(NC(C)=O)cc4)C(=O)N32)cc1,nt,-1.4,11.4,0.1
O=c1[nH]c(/C=C\c2ccc(N3CCOCC3)cc2)c([N+](=O)[O-])c(=O)[nH]1,6.9,-0.7,5.1,0.0
O=C(C1CCCN(c2nnc(N3CCCC3=O)s2)C1)N1CCCC1 (stereo unspecified),4.4,-0.3,7.1,0.3
CCCOC(=O)C1=C(C)NC2=C(C(=O)CC(c3ccc(Cl)cc3)C2)C1c1ccc(N(C)C)cc1 (stereo unspecified),10.7,-0.7,-3.6,-0.5
CCOC(=O)Cn1c(=O)c2c(nc3n2CCCCN3c2ccc(C)cc2)n(C)c1=O,13.1,0.1,3.5,0.1
OC(COc1ccc2oc3ccccc3c2c1)CN1CCN(c2ccccn2)CC1 (stereo unspecified),5.1,1.0,20.7,0.1
O=C(COC(=O)c1ccc2c(c1)S(=O)(=O)c1ccccc1C2=O)Nc1ccccc1,-6.3,-0.1,-0.6,-0.1

A different layout for part of the listing above:
Order of values – TEAD-YAP block | GPR151 activ | MITF inh | FBW7 act
- O=C(Cn1nc(-c2ccccc2)ccc1=O)NCc1ccccc1Cl
 : 9.3 | 1.1 | -0.2 | -0.1
- COc1cc(/C=N/NP2(=O)C=C(c3ccccc3)OC(c3ccccc3)=C2)ccc1O
 : -17.9 | -1.4 | -2.5 | 0.0
- CN1C(=O)CC(C(=O)Nc2ccccc2F)SC1=Nc1ccc(Cl)cc1 (stereo unspecified)
 : -5.0 | 1.0 | -9.6 | -0.1
- CC1(C)C2CCC1(CS(=O)(=O)N1CCN(S(=O)(=O)c3cccs3)CC1)C(=O)C2 (stereo unspecified)
 : 2.1 | 1.0 | 14.9 | 0.3
- O=C(CNS(=O)(=O)/C=C/c1ccccc1)OCC(=O)c1ccc[nH]1
 : -8.7 | 0.2 | 1.8 | 0.0
